Screening results from PubChem.
Abeta rescue: qHTS for compounds that reverse cellular toxicity of Amyloid beta (A-beta) peptide in yeast: Primary Screen. yeast expressing A-beta42, growth rescue, OD600, 48 h; response scale: 0% DMSO, 100% iron-clioquinol control. Potency, µM (highest dose often 46.1 µM), for the others: top-dose growth rescue, most hits filed as activators. 410,000 compounds, 0.063% hits. AID 1347071, 2019; note: potency is the fitted concentration of half-maximal effect; nearly all actives have a fitted effect of over 55% in size
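Growth rescue measured by 600 nm absorbance after 48 h yeast culture at 30 C with compound. Values normalized between DMSO and an equimolar ferric chloride plus clioquinol control.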
TGFb inhibitor: qHTS for Inhibitors of TGF-b. 410,000 compounds, 1.2% hits. Potency, µM (top dose mostly 46.1 µM), for the others: top-dose activity, negative = inhibition, usual class: inhibitors. HepG2 CAGA-GFP TGF-b/SMAD3 reporter, GFP fluorescence, 18 h; TGF-beta stimulated, 500 pg/mL final; note: potency is the fitted concentration of half-maximal effect; % is set by controls: 0 for no effect and ±100 for the full control effect; nearly all actives have a fitted effect of over 65% in size
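Per well, imaged GFP fluorescence of HEPG2 CAGA-GFP cells gives the signal; cells get compound, then TGF-beta (500 pg/mL final), 18 h at 37 degrees C; %Activity versus -TGF-beta and +DMSO controls.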
Mm-Cpn inhibitor: Inhibitors of TCP-1 ring complex (TRiC) of Methanococcus maripaludis (MmCpn): qHTS; 330,000 compounds, 0.031% hits; purified Mm-Cpn ATPase, ADP Transcreener TR-FRET; Potency, µM (highest dose often 76.9 µM), for the others: top-dose activity, negative = inhibition, hits mostly inhibitors; note: potency is the fitted concentration of half-maximal effect; % is set by controls: 0 for no effect and ±100 for the full control effect; nearly all actives have a fitted effect of over 80% in size
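Quantitative HTS used 25 nM Mm-CPN and 10 uM ATP in magnesium/KCl Tris buffer, pH 7.4, with 1 mM DTT. Hydrolysis ran 30 min at 37°C; ADP was read by HTRF.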
CCT modulator: High-Throughput Screening for Modulators of Cytosolic Chaperonin Activity; AID 651819, 2012; activity change, % (concentration not given with the values), hits read low; 360,000 compounds, 0.3% hits; purified chaperonin ATPase assay, HTRF ADP detection, 30 min; in the data active = activity change below about -30%; note: % is set by controls: 0 for no effect and ±100 for the full control effect
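ATPase activity: ADP formed was measured by HTRF Transcreener (665/615 nm ratio) after 30 min at 37 deg C with 10 uM ATP. Compounds screened at one 76 uM concentration against 40 or 20 nM TRiC in Tris pH 7.4/KCl/MgCl2/DTT buffer.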
Nrf2 ARE act: qHTS of Nrf2 Activators; AREc32 ARE-luciferase reporter (MCF7-derived line), luminescence, 24 h; Potency, µM (doses to about 46.1 µM), for inactives: at the highest dose activation, actives largely listed as activators; 410,000 compounds, 0.31% hits; AID 624171, 2012; note: potency is the fitted concentration of half-maximal effect; % of control where 0% means no effect; nearly all actives have a fitted effect of over 65% in size
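Reporter line AREc32 (ARE-Fluc), seeded overnight in OPTI-MEM with 5% FBS; compound pin-transferred, 24 hr at 37 deg C, 5% CO2; luminescent read-out.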
Nrf2 inh: Nrf2 qHTS screen for inhibitors; 360,000 compounds, 2.1% hits; A549 ARE-Fluc reporter, luciferase luminescence, 18-24 h; Potency, µM (highest dose often 46 µM), without a hit: at the top dose activity change, negative = inhibition, most hits filed as inhibitors; AID 504444, 2011; note: potency is the fitted concentration of half-maximal effect; % is set by controls: 0 for no effect and ±100 for the full control effect; nearly all actives have a fitted effect of over 60% in size
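Nrf2 function is reported as luminescence of an ARE-controlled luciferase in A549 cells. Compounds were tested at several concentrations, and a CellTiter-Fluor read on the same wells flagged cytotoxicity.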
pAkt inh: HTS Assay for Inhibitors of Akt Phophorylation: Primary Screen; 360,000 compounds, 0.32% hits; activity change, % for hits at 50 µM; Neuro2A IGF-stimulated pAkt S473 HTRF, 20 min; stronger effect = lower value; in the data active = activity change below about -80%; inconclusive = mostly about -51% to -80%; note: % is set by controls: 0 for no effect and ±100 for the full control effect
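Single-point screen (50 µM final compound) in Neuro2A cells stimulated 20 min with 6 nM IGF at 37 deg C. After lysis, Ser473-phosphorylated Akt read by HTRF (ex 330 nm, em 615/665 nm) as the 665/615 ratio.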
HepG2 tox: qHTS for Inhibitors of TGF-b: Cytotox Counterscreen | Potency, µM (series often up to 46.1 µM), for the others: at the top dose activity change, negative = cytotoxicity, actives largely listed as cytotoxic | HepG2 CAGA-GFP viability, ATP luminescence, 18 h | 410,000 compounds, 0.76% hits | AID 588856, 2011; note: potency is the fitted concentration of half-maximal effect; some results filed as inactive show a strong effect at the top dose
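HepG2 CAGA-GFP cells (1000/well, DMEM with 1% FBS) received compound, then TGF-beta at 500 pg/mL final, and were incubated 18 hours at 37 degrees C. Viability was read by CellTiter-Glo luminescence. Media-only wells were set as complete cell-killing and DMSO as no toxicity.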
A549 tox: Nrf2 qHTS screen for inhibitors: counterscreen for cytotoxicity | A549 ARE-Fluc cells, CellTiter-Fluor viability, 18-24 h | AID 504648, 2011 | 390,000 compounds, 0.16% hits | Potency, µM (series often up to 46 µM), without a hit: at the top dose activity change, negative = cytotoxicity, hits mostly inhibitors; note: potency is the fitted concentration of half-maximal effect; % is set by controls: 0 for no effect and ±100 for the full control effect
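A549 ARE_Fluc cells in 5% FBS OPTI-MEM were exposed to compounds in concentration-response for 18-24 h at 37 deg C. Viability was read by CellTiter-Fluor fluorescence (Ex 405/Em 525) after 30 min, before the luciferase read.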
The depositor's hits bear a star; [ ] = dose if it differs, or a comment. Unless noted, calls come from the whole dose curve; as a rule, active = well fitted curve in the direction sought with a large enough effect; inconclusive = small, poorly fitted or top-dose-only effect, or another doubt; inactive = no such curve, though single readings can be large; an effect the other way counts as inactive or inconclusive.

Screening Cc1ccc(Cn2nc(C)cc2C(=O)Nc2ccccc2Cl)cc1 returned Abeta rescue 7.4%, TGFb inhibitor 0.0%, Mm-Cpn inhibitor -0.4%, CCT modulator -1.2, Nrf2 ARE act 0.5%, Nrf2 inh inconclusive, pAkt inh inactive, HepG2 tox -1.6% and A549 tox 0.4%.
Screening CNC(=S)N(CCc1c(C)[nH]c2ccc(F)cc12)Cc1cccnc1 returned Abeta rescue -19.6%, TGFb inhibitor -14.9%, Mm-Cpn inhibitor 3.0%, CCT modulator 1.2, Nrf2 ARE act 0.3%, Nrf2 inh inconclusive, pAkt inh inactive, HepG2 tox -57.4% and A549 tox 0.0%.
For CCCCn1c(NC(=O)c2ccccc2)nc2ccccc21 the results were Abeta rescue -37.0%[inhibitor], TGFb inhibitor inconclusive, Mm-Cpn inhibitor 0.8%, CCT modulator 0.8, Nrf2 ARE act 19.6%, Nrf2 inh inconclusive, pAkt inh inactive, HepG2 tox -55.6% and A549 tox 2.1%.
`COc1ccnc(Oc2ccc(F)cc2)c1C(=O)N/C=N/OCc1c(Cl)cccc1Cl` gave Abeta rescue 18.2%, TGFb inhibitor inconclusive, Mm-Cpn inhibitor -1.2%, CCT modulator 1.6, Nrf2 ARE act 3.0%, Nrf2 inh inconclusive, pAkt inh inactive, HepG2 tox -19.9% and A549 tox 2.4%.
For COc1cccc(Oc2ccc(S(=O)(=O)N3CCCC3)cc2[N+](=O)[O-])c1 the results were Abeta rescue 6.6%, TGFb inhibitor -1.8%, Mm-Cpn inhibitor 1.4%, CCT modulator -3.8, Nrf2 ARE act 0.3%, Nrf2 inh -5.2%, pAkt inh inactive, HepG2 tox -6.5% and A549 tox 7.8%.
`O=C(NNc1ccc(Cl)cc1)c1c(F)cccc1Cl` gave Abeta rescue 3.8%, TGFb inhibitor 2.1%, Mm-Cpn inhibitor -5.5%, CCT modulator -3.3, Nrf2 ARE act -0.7%, Nrf2 inh 0.0%, pAkt inh inactive, HepG2 tox 8.0% and A549 tox -2.7%.
`COc1ccc(N2CCN(C(=O)CSc3nnc(-c4ccco4)n3C)CC2)cc1` gave Abeta rescue -11.5%, TGFb inhibitor -7.3%, Mm-Cpn inhibitor -0.1%, CCT modulator -2.1, Nrf2 ARE act 1.9%, Nrf2 inh -1.4%, pAkt inh inactive, HepG2 tox -7.5% and A549 tox 0.0%.
Screening COc1ccc([C@@H]2C[C@H](c3ccccc3)Oc3cc(C)cc(C)c32)cc1 returned Abeta rescue 5.0%, TGFb inhibitor -10.7%, Mm-Cpn inhibitor 0.9%, CCT modulator 0.9, Nrf2 ARE act -0.2%, Nrf2 inh 1.9%, pAkt inh inactive, HepG2 tox 2.0% and A549 tox -0.7%.
Screening COCC(=O)Nc1cc(C)cn(Cc2ccc(F)cc2)c1=O returned Abeta rescue 4.9%, TGFb inhibitor 4.7%, Mm-Cpn inhibitor -2.8%, CCT modulator 0.9, Nrf2 ARE act -1.2%, Nrf2 inh 2.3%, pAkt inh inactive, HepG2 tox -19.3% and A549 tox 1.7%.
Screening Cc1cc(C)c(C)c(S(=O)(=O)NC(C(=O)O)C(C)C)c1C (stereo not given) returned Abeta rescue -2.2%, TGFb inhibitor 16.9%, Mm-Cpn inhibitor -0.1%, CCT modulator 1.4, Nrf2 ARE act -0.3%, Nrf2 inh 15.4%, pAkt inh inactive, HepG2 tox -10.1% and A549 tox 4.8%.
`O=C1CSC(=S)N1Cc1cccnc1` gave Abeta rescue -14.1%, TGFb inhibitor 7.94µM*, Mm-Cpn inhibitor 1.1%, CCT modulator -4.1, Nrf2 ARE act 8.91µM*, Nrf2 inh 8.2%, HepG2 tox -26.3% and A549 tox inconclusive.
`O=C(COc1cc2oc(=O)c3c(c2cc1Cl)CCC3)Nc1ccccn1` gave Abeta rescue 8.8%, TGFb inhibitor 25.6%, Mm-Cpn inhibitor 1.1%, CCT modulator -2.7, Nrf2 ARE act -0.3%, Nrf2 inh -2.4%, pAkt inh inactive, HepG2 tox 12.8% and A549 tox -5.5%.
Fc1ccc(-c2ccc3c(c2)C2CC3CCN2)cc1 (stereo not given) was read as Abeta rescue 6.3%, TGFb inhibitor -29.4%, CCT modulator -1.3, Nrf2 ARE act 7.4%, Nrf2 inh 14.0%, pAkt inh inactive, HepG2 tox -32.7% and A549 tox -1.4%.
Screening O=C(C[C@@H]1C/C=C\CCCC(=O)OC[C@@H](c2ccccc2)NC1=O)NCCO returned Abeta rescue -0.6%, TGFb inhibitor 15.0%, Mm-Cpn inhibitor 2.0%, CCT modulator -0.6, Nrf2 ARE act -1.2%, Nrf2 inh 17.0%, pAkt inh inactive, HepG2 tox 4.0% and A549 tox 0.3%.
`COc1ccccc1CC(NC(C)=O)C(=O)NC1CCN(C(=O)c2ccc(C)cc2)CC1` (stereo not given) gave Abeta rescue 0.9%, TGFb inhibitor 6.0%, Mm-Cpn inhibitor 1.0%, CCT modulator -2.6, Nrf2 ARE act -0.4%, Nrf2 inh 1.1%, pAkt inh inactive, HepG2 tox 2.8% and A549 tox 3.8%.
`C[C@H](CO)N1C[C@H](C)[C@@H](CN(C)S(C)(=O)=O)Oc2ccc(NC(=O)c3ccncc3)cc2C1=O` gave Abeta rescue -16.7%, TGFb inhibitor 5.5%, Mm-Cpn inhibitor 1.8%, CCT modulator -2.6, Nrf2 ARE act -0.5%, Nrf2 inh -6.7%, pAkt inh inactive, HepG2 tox -3.5% and A549 tox -0.5%.
`Cn1c(=O)c2nc(SCC(=O)Nc3cc(Cl)cc(Cl)c3)n(C)c2n(C)c1=O` gave Abeta rescue -0.5%, TGFb inhibitor -0.8%, Nrf2 ARE act 0.0%, HepG2 tox 1.5% and A549 tox 15.2%.
For O=[N+]([O-])c1ccc(Oc2cccnc2)nc1 the results were Abeta rescue 25.3%, TGFb inhibitor -0.8%, Mm-Cpn inhibitor 2.0%, CCT modulator 2.0, Nrf2 ARE act -0.2%, Nrf2 inh 4.9%, pAkt inh inactive, HepG2 tox -0.8% and A549 tox 7.9%.
COc1ccc(NS(=O)(=O)c2cccc(C(=O)NCCc3ccc(S(N)(=O)=O)cc3)c2)cc1 was read as Abeta rescue -9.0%, TGFb inhibitor -11.9%, Mm-Cpn inhibitor 0.7%, CCT modulator -0.5, Nrf2 ARE act 2.6%, Nrf2 inh 5.0%, pAkt inh inactive, HepG2 tox -14.1% and A549 tox -0.4%.
For CC(=O)NCCc1ccc(O)cc1 the results were Abeta rescue -30.5%, TGFb inhibitor 3.0%, Mm-Cpn inhibitor 2.1%, CCT modulator -4.2, Nrf2 ARE act 0.2%, Nrf2 inh 10.2%, pAkt inh inactive, HepG2 tox -18.7% and A549 tox -7.8%.
`COc1cc(C(=O)Nc2c(C(=O)O)[nH]c3ccc(C)cc23)cc(OC)c1OC` gave Abeta rescue 20.6%, TGFb inhibitor -3.6%, Mm-Cpn inhibitor 0.5%, CCT modulator -6.5, Nrf2 ARE act 0.2%, Nrf2 inh 2.6%, pAkt inh inactive, HepG2 tox 7.5% and A549 tox 0.4%.
For CCc1nc(SCC(=O)NNC(=O)c2ccc(OC)cc2)c2ccccc2n1 the results were Abeta rescue -7.9%, TGFb inhibitor 3.7%, Mm-Cpn inhibitor -5.8%, CCT modulator 1.0, Nrf2 ARE act 4.1%, Nrf2 inh inconclusive, pAkt inh inactive, HepG2 tox -2.0% and A549 tox -1.8%.
`O=C(Nc1ccccc1Cl)c1ccc2nsnc2c1` gave Abeta rescue -8.4%, TGFb inhibitor -4.4%, Mm-Cpn inhibitor 0.6%, CCT modulator 0.8, Nrf2 ARE act 3.4%, Nrf2 inh inconclusive, pAkt inh inactive, HepG2 tox -0.3% and A549 tox -8.9%.
Screening O=C(CSc1nnc2ccc(-c3ccccn3)nn12)Nc1ccccc1F returned Abeta rescue -11.4%, TGFb inhibitor -11.5%, Mm-Cpn inhibitor -3.7%, CCT modulator -10.6, Nrf2 ARE act -0.9%, Nrf2 inh -1.2%, pAkt inh inactive, HepG2 tox 0.1% and A549 tox -4.9%.
`C/C(=N\NC(=O)c1c(Cl)cnn1C)c1cccc(NC(=O)COc2ccccc2)c1` gave Abeta rescue 5.2%, TGFb inhibitor 0.5%, Mm-Cpn inhibitor 1.9%, CCT modulator -2.3, Nrf2 ARE act 2.2%, Nrf2 inh inconclusive, pAkt inh inactive, HepG2 tox -0.9% and A549 tox -2.1%.
Cc1ccc(OC(=O)CCC(=O)Nc2ccc(S(=O)(=O)Nc3cc(C)on3)cc2)cc1 was read as Abeta rescue 2.0%, TGFb inhibitor inconclusive, Mm-Cpn inhibitor 0.8%, CCT modulator -2.2, Nrf2 ARE act 1.7%, Nrf2 inh inconclusive, pAkt inh inactive, HepG2 tox 2.3% and A549 tox -6.5%.
Screening Cc1ccc(S(=O)(=O)N2CCN(C(=O)CN3C(=O)c4ccc([N+](=O)[O-])cc4C3=O)CC2)cc1C returned Abeta rescue -13.4%, TGFb inhibitor 6.6%, Mm-Cpn inhibitor -1.8%, CCT modulator 0.1, Nrf2 ARE act 0.2%, Nrf2 inh 0.6%, pAkt inh inactive, HepG2 tox -23.9% and A549 tox 9.2%.
